Source: PubChem BioAssay
MC4R ag barr = MC4R agonists recruiting beta-arrestin, primary screen, cell-based, luminescence, agonist arm of biased-ligand search; Melanocortin receptor 4 (Homo sapiens), P32245; U2OS MC4R beta-arrestin complementation; percent of melanotan II response, DMSO zero; activation, % at 8.9 µM; actives 0.98% (n = 360,000); AID 540308, 2011;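 active means activation above a per-plate cutoff, the mean activation of sample wells on that plate plus 3 SD, cut at about 8% in these data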
Cardio protect = cardioprotection against H2O2-induced cell death, primary screen, uHTS, H9c2 cells, ATPLite luminescence; H9c2 cardiomyocytes, H2O2 injury protection, 2 h; protection from H2O2 cell death, % at 20 µM; actives 0.63% (n = 360,000); AID 588492, 2011;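 active means compounds giving at least 50% protection of heart cells from peroxide-induced death in the single-dose screen, raw or plate-pattern-corrected value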;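 further: 0% = DMSO wells with peroxide and 100% = DMSO wells without peroxide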
Granule exo inh = LAMP-1 surface exposure blockers, TALL-104 cells – cell-based, flow cytometry, MLPCN library, primary screen; TALL-104 LAMP-1 surface exposure; cells stimulated with thapsigargin and PMA; AID 651702, 2012; actives 0.66% (n = 360,000); inhibition, % at 10 µM;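 active means inhibition above about 55%, limit read from the data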
ABHD5 PLIN5 PPI = ABHD5-PLIN5 interaction inhibitors, primary screen, cell lysate, split luciferase complementation, luminescence. actives 0.78% (n = 360,000). Split G. princeps luciferase complementation, 4 h. inhibition, % at 4 µM. AID 602281, 2012. Perilipin-5 (Homo sapiens) + 1-acylglycerol-3-phosphate O-acyltransferase ABHD5 (Homo …;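 active means inhibition above the mean inhibition across every tested compound plus 3 SD, cut at about 22% in these data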;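 further: 0% = DMSO only wells and the 100% control is not disclosed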
Target sequence (Q00G26 whole entry, looked up): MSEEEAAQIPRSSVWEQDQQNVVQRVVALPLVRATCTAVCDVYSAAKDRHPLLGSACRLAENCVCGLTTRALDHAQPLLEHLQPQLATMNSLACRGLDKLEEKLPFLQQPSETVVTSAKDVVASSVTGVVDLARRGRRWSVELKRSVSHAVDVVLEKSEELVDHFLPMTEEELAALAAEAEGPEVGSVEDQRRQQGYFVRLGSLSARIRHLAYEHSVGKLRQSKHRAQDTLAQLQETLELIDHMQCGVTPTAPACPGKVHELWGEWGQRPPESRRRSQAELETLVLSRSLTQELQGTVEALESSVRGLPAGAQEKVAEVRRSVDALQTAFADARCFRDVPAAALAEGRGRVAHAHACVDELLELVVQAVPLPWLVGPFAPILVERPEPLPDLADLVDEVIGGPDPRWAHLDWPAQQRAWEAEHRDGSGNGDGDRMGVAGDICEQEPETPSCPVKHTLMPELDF
Target sequence (Q8WTS1 whole entry, looked up): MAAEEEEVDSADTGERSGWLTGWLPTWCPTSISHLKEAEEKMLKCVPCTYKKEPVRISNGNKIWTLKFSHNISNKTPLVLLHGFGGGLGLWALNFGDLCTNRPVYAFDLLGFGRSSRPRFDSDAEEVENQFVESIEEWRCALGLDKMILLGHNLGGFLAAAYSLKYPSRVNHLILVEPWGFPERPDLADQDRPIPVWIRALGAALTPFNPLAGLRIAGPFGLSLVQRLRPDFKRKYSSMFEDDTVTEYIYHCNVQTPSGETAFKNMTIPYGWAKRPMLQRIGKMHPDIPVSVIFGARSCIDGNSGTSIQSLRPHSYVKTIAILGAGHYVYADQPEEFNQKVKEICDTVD
CaV13 FRET inh = Disruptors of the CACNA1D IQ motif to Ca2+-dependent inactivation inhibitor domain association, primary screening, Förster resonance energy transfer in intact living …; HEK cells, CFP/YFP FRET ICDI-IQ, plate reader, 10 min; percent FRET-ratio fall versus neutral wells; inhibition, % at 12.3 µM; actives 0.098% (n = 340,000); AID 743397;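 active means mean replicate inhibition of at least 30% and at least 1% of replicates passing that level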;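 further: 0% = median of the neutral control wells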
N-glyco inh = increase of ERlucT glycosylation luciferase signal, primary screen, N-linked glycosylation inhibitor project, D54 ERlucT cells, luminescence, set 2. AID 588692, 2011. actives 0.23% (n = 360,000). reporter increase, % at 12.5 µM. D54 ERlucT glycosylation luciferase reporter, 24 h; percent of 100 nM tunicamycin response;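 active means mean luciferase reporter signal, scaled so untreated is 0 and the glycosylation-blocking control 100, at or above a set limit in every replicate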;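 further: luciferase carries N-glycosylation sites so blocking glycosylation raises the light; 0% = median of neutral control wells and 100% = median of 100 nM tunicamycin wells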
PDI inh = inhibitors of human PDI, primary screen, biochemical, turbidity, single point, plate reader. actives 0.052% (n = 350,000). PDI insulin aggregation turbidity, A650, 90 min. inhibition, % at 10 µM;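 active means mean inhibition across replicates of 30% or more, whatever share of single replicates reach that level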;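 further: absorbance from insulin aggregation driven by PDI reduction with DTT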
HTR2A ag = mouse Htr2a agonists via beta-arrestin recruitment, primary screen, cell-based, luminescence; AID 624169, 2012; CHO-K1 mHTR2A beta-arrestin complementation; percent of 30 µM serotonin response; 5-hydroxytryptamine receptor 2A (Mus musculus), P35363; activation, % at 7.6 µM; actives 0.66% (n = 360,000);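 active means activation above a run cutoff, the mean activation of all tested compounds plus 3 SD, cut at about 14% in these data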;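 further: 0% = plate median of compound wells and 100% = 30 µM serotonin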
MC4R antag cAMP = MC4R antagonists of cAMP signaling, primary screen, cell-based, TR-FRET, antagonist arm of biased-ligand search; MC4R-expressing cells, MTII-stimulated cAMP, LANCE TR-FRET; Melanocortin receptor 4 (Homo sapiens), P32245; actives 0.48% (n = 360,000); inhibition, % at 6.5 µM;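 active means inhibition above its plate's cutoff, the mean of tested wells on that plate plus 3 SD, cut at about 29% in these data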;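 further: 0% = Melanotan II alone and 100% = Melanotan II plus saturating MCL0020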
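system = U2OS cells with stable human MC4R expression | also added = Melanotan II challenge after compound preincubation | dosing = one concentration, 6.5 µM nominal | incubation = compound 30 min, challenge 1 h, detection 1 h | measured by = TR-FRET with Eu-cAMP and labeled anti-cAMP, 671 nm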
ABCB6 inh MLPCN = ABCB6 transporter inhibitors, primary screen, K562-ABCB6 cells, flow cytometry, MLPCN library. ATP-binding cassette sub-family B member 6 (Homo sapiens), Q9NP58. K562-ABCB6 porphyrin accumulation, 1 h; stronger effect = lower value. fluorescence ratio to DMSO, % at 10 µM. actives 0.19% (n = 360,000);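 active means fluorescence ratio to DMSO below 75%, the collection mean minus 3 SD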;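 further: signal is porphyrin accumulated inside mitochondria; 100% equals median channel fluorescence of DMSO control wells; lower ratio means ABCB6 inhibition with less porphyrin fluorescence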
* = called active by the depositor.

For CC(=O)Nc1sc2c(c1C(c1ccncc1)N1CCOCC1)CCCC2 (centres undefined) the results were MC4R ag barr -2.1, Cardio protect 2.5, Granule exo inh 0.1, ABHD5 PLIN5 PPI -2.7, CaV13 FRET inh -2.1, N-glyco inh 2.6, PDI inh -0.7, HTR2A ag 1.6, MC4R antag cAMP -1.5 and ABCB6 inh MLPCN 97.0.
For Cc1csc(NC(=O)CSc2nncs2)n1 the results were MC4R ag barr -4.8, Cardio protect 1.6, Granule exo inh -6.3, ABHD5 PLIN5 PPI -3.9, CaV13 FRET inh -6.1, N-glyco inh -0.2, PDI inh -7.7, HTR2A ag 5.7, MC4R antag cAMP 7.1 and ABCB6 inh MLPCN 94.0.
CCOC(=O)[C@]12CCC=C1N(Cc1ccco1)C(=O)[C@H](CC(=O)NCCCOC)C2 was read as Granule exo inh -5.7, ABHD5 PLIN5 PPI 0.0, CaV13 FRET inh -10.9, HTR2A ag 1.1 and ABCB6 inh MLPCN 97.0.
Screening CC1(C(=O)NS(=O)(=O)Cc2ccccc2C(F)(F)F)CCN1C(=O)c1cccc(F)c1 (centres undefined) returned MC4R ag barr -1.0, Cardio protect 0.0, Granule exo inh 9.1, ABHD5 PLIN5 PPI 0.3, CaV13 FRET inh -10.1, N-glyco inh -0.6, PDI inh -1.5, HTR2A ag 3.0, MC4R antag cAMP 0.1 and ABCB6 inh MLPCN 98.0.
`COc1ccc(C(CC(=O)O)NC(C)=O)cc1OC` (centres undefined) gave MC4R ag barr -0.9, Cardio protect -6.1, Granule exo inh -2.2, ABHD5 PLIN5 PPI 0.4, N-glyco inh 2.8, PDI inh -4.2, HTR2A ag -5.9, MC4R antag cAMP -0.5 and ABCB6 inh MLPCN 95.0.
For CCOC(=O)CSC1=Nc2ccccc2C2=NC(CC(=O)NCc3ccccc3)C(=O)N12 (centres undefined) the results were MC4R ag barr -1.7, Cardio protect 5.2, Granule exo inh 7.3, ABHD5 PLIN5 PPI 0.9, CaV13 FRET inh -5.8, N-glyco inh 0.2, PDI inh 10.1, HTR2A ag -2.0, MC4R antag cAMP 1.5 and ABCB6 inh MLPCN 92.0.
For CCCNC(=O)COc1coc(CN2CCN(c3cccc(Cl)c3)CC2)cc1=O the results were MC4R ag barr -2.3, Cardio protect -4.4, Granule exo inh -3.2, ABHD5 PLIN5 PPI -5.3, CaV13 FRET inh -7.4, N-glyco inh -1.3, PDI inh -14.9, HTR2A ag -0.2, MC4R antag cAMP 3.4 and ABCB6 inh MLPCN 93.0.
`CCOC(=O)c1cccc(NC(=O)c2cc3sccc3n2C)c1` gave MC4R ag barr -0.4, Cardio protect -0.9, Granule exo inh -0.6, ABHD5 PLIN5 PPI -9.2, CaV13 FRET inh -8.6, N-glyco inh 0.1, PDI inh -1.0, HTR2A ag -4.0, MC4R antag cAMP -2.6 and ABCB6 inh MLPCN 97.0.
`Cc1ccc2cccc(Oc3nnnn3-c3ccccc3)c2n1` gave MC4R ag barr 3.2, Cardio protect 0.8, Granule exo inh -3.1, ABHD5 PLIN5 PPI -6.9, N-glyco inh -0.7, PDI inh -2.3, HTR2A ag -3.1, MC4R antag cAMP -3.8 and ABCB6 inh MLPCN 104.0.
For O=C(O)c1ccc2c(c1)N(Cc1ccc(F)cc1)C(=O)c1ccccc1S2 the results were MC4R ag barr -1.6, Cardio protect 0.8, Granule exo inh -1.9, ABHD5 PLIN5 PPI -3.5, CaV13 FRET inh -4.5, N-glyco inh 2.0, PDI inh -0.3, HTR2A ag 1.8, MC4R antag cAMP 8.1 and ABCB6 inh MLPCN 93.0.

The last 2 compounds of the section before lead into the next.
`Cc1ccc2cccc(Oc3nnnn3-c3ccccc3)c2n1` gave MC4R ag barr 3.2, Cardio protect 0.8, Granule exo inh -3.1, ABHD5 PLIN5 PPI -6.9, N-glyco inh -0.7, PDI inh -2.3, HTR2A ag -3.1, MC4R antag cAMP -3.8 and ABCB6 inh MLPCN 104.0.
For O=C(O)c1ccc2c(c1)N(Cc1ccc(F)cc1)C(=O)c1ccccc1S2 the results were MC4R ag barr -1.6, Cardio protect 0.8, Granule exo inh -1.9, ABHD5 PLIN5 PPI -3.5, CaV13 FRET inh -4.5, N-glyco inh 2.0, PDI inh -0.3, HTR2A ag 1.8, MC4R antag cAMP 8.1 and ABCB6 inh MLPCN 93.0.
CCOC(=O)CN1C(=O)N[C@@H](c2ccco2)C(C(=O)OC)=C1C was read as MC4R ag barr 0.3, Cardio protect 0.2, Granule exo inh -15.0, ABHD5 PLIN5 PPI 13.2, CaV13 FRET inh -10.2, N-glyco inh -1.7, PDI inh 4.7, HTR2A ag 2.2, MC4R antag cAMP 1.3 and ABCB6 inh MLPCN 102.0.
`CCCS(=O)(=O)NC(=O)C1(C)CCN(C(=O)c2cc3ccccc3s2)C1` (centres undefined) gave MC4R ag barr -0.3, Cardio protect -3.9, Granule exo inh 1.7, ABHD5 PLIN5 PPI 1.1, N-glyco inh 0.6, PDI inh 5.8, HTR2A ag -1.9, MC4R antag cAMP -3.5 and ABCB6 inh MLPCN 98.0.
Screening Cc1nn(CC(=O)NCC(C)c2ccccc2)c(=O)c2cc(-c3ccccc3)nn12 (centres undefined) returned MC4R ag barr -1.4, Cardio protect 2.1, Granule exo inh -0.1, ABHD5 PLIN5 PPI -6.9, CaV13 FRET inh -2.7, N-glyco inh 1.0, PDI inh 2.2, HTR2A ag 0.0, MC4R antag cAMP -3.8 and ABCB6 inh MLPCN 93.0.
Screening O=C(COc1cccc(NC(=O)c2ccco2)c1)c1ccccc1 returned MC4R ag barr -1.4, Cardio protect 8.2, Granule exo inh -3.8, ABHD5 PLIN5 PPI -2.5, CaV13 FRET inh -4.9, N-glyco inh 1.3, PDI inh -3.4, HTR2A ag -0.1, MC4R antag cAMP 16.1 and ABCB6 inh MLPCN 97.0.
`CCOc1c2ccc(C(=O)NCCCCc3ccccc3)cc2nn1C` gave MC4R ag barr -1.8, Cardio protect 1.9, Granule exo inh 1.9, ABHD5 PLIN5 PPI 8.6, CaV13 FRET inh -10.2, N-glyco inh 0.4, PDI inh -7.4, HTR2A ag 7.1, MC4R antag cAMP 0.6 and ABCB6 inh MLPCN 95.0.
CC(=O)c1ccc(OC(=O)c2ccc(-n3nc(C)cc3C)cc2)cc1 was read as MC4R ag barr 0.9, Cardio protect -8.5, Granule exo inh -1.2, ABHD5 PLIN5 PPI -3.2, CaV13 FRET inh 5.9, N-glyco inh 2.2, PDI inh 3.4, HTR2A ag -2.9, MC4R antag cAMP 10.8 and ABCB6 inh MLPCN 100.0.
`CN1CCN(CCNC(=O)Nc2ccccc2C(F)(F)F)CC1` gave MC4R ag barr 2.8, Cardio protect 0.5, Granule exo inh 3.0, ABHD5 PLIN5 PPI 8.0, CaV13 FRET inh -0.8, N-glyco inh 1.1, PDI inh -5.2, HTR2A ag 6.2, MC4R antag cAMP 7.1 and ABCB6 inh MLPCN 110.0.
COc1cc(C(=O)Oc2ccc(Br)cc2C(=S)N2CCOCC2)cc(OC)c1OC was read as MC4R ag barr -1.3, Cardio protect 19.2, Granule exo inh -11.3, ABHD5 PLIN5 PPI 4.4, CaV13 FRET inh -5.5, N-glyco inh 1.4, PDI inh -10.1, HTR2A ag 4.5, MC4R antag cAMP 17.3 and ABCB6 inh MLPCN 94.0.
Screening N#C/C(C(=O)NCc1ccccc1)=C1/N=C(NC(=O)c2ccco2)c2ccccc21 returned MC4R ag barr 1.1, Cardio protect 27.4, Granule exo inh 24.6, ABHD5 PLIN5 PPI 3.3, CaV13 FRET inh -18.2, N-glyco inh -2.0, PDI inh -12.8, HTR2A ag 7.9, MC4R antag cAMP 2.9 and ABCB6 inh MLPCN 106.0.
`C[C@H](CO)N1C[C@H](C)[C@@H](CN(C)C(=O)Nc2ccc3c(c2)OCO3)Oc2ccc(NS(=O)(=O)c3ccccc3)cc2C1=O` gave MC4R ag barr 0.0, Cardio protect 2.9, Granule exo inh -6.3, ABHD5 PLIN5 PPI 6.6, CaV13 FRET inh -10.1, N-glyco inh 1.2, PDI inh 1.9, HTR2A ag 15.1*, MC4R antag cAMP -3.5 and ABCB6 inh MLPCN 99.0.
Screening Cn1c(N)c(C(=O)COC(=O)/C=C/c2ccc(OC(F)F)cc2)c(=O)n(C)c1=O returned MC4R ag barr -2.4, Cardio protect -9.7, Granule exo inh -2.3, ABHD5 PLIN5 PPI 3.1, CaV13 FRET inh -4.4, N-glyco inh -0.9, PDI inh 16.4, HTR2A ag 3.8, MC4R antag cAMP 8.3 and ABCB6 inh MLPCN 98.0.
CCCCN(C(=O)C(C)Oc1ccc(Cl)cc1)c1c(N)n(CCCC)c(=O)[nH]c1=O (centres undefined) was read as MC4R ag barr -2.8, Cardio protect -0.3, Granule exo inh -0.2, ABHD5 PLIN5 PPI 5.2, CaV13 FRET inh -6.3, N-glyco inh -1.1, PDI inh -4.9, HTR2A ag 0.2, MC4R antag cAMP 2.0 and ABCB6 inh MLPCN 93.0.
Screening CCCCn1c(N)c(N(CC(C)C)C(=O)C2CCN(S(=O)(=O)c3ccc(C)c(C)c3)CC2)c(=O)[nH]c1=O returned MC4R ag barr -2.8, Cardio protect -0.5, Granule exo inh -1.4, ABHD5 PLIN5 PPI -3.3, N-glyco inh 1.3, PDI inh -1.4, HTR2A ag -2.0, MC4R antag cAMP 1.2 and ABCB6 inh MLPCN 90.0.
For O=C(NCc1ccc(F)cc1)c1ccc(Br)o1 the results were MC4R ag barr 0.9, Cardio protect 6.9, Granule exo inh 0.5, ABHD5 PLIN5 PPI 3.7, CaV13 FRET inh -3.9, N-glyco inh -1.0, PDI inh -2.1, HTR2A ag 1.4, MC4R antag cAMP -0.3 and ABCB6 inh MLPCN 99.0.
For CCCC(=O)N1CCC1(C)C(=O)NS(=O)(=O)c1ccccc1Cl (centres undefined) the results were MC4R ag barr -0.6, Cardio protect 1.0, Granule exo inh -6.5, ABHD5 PLIN5 PPI 1.9, CaV13 FRET inh -4.4, N-glyco inh 1.6, PDI inh -6.8, HTR2A ag 2.6, MC4R antag cAMP 6.6 and ABCB6 inh MLPCN 84.0.
O=C(CNCc1ccc(F)cc1)Nc1ccccc1-c1ccccc1 was read as MC4R ag barr 2.0, Cardio protect -11.7, Granule exo inh 2.2, ABHD5 PLIN5 PPI -2.9, CaV13 FRET inh -2.1, N-glyco inh -7.2, PDI inh 12.3, HTR2A ag -1.4, MC4R antag cAMP 1.8 and ABCB6 inh MLPCN 99.0.
